High-throughput results: PubChem, National Center for Advancing Translational Sciences (NCATS)
ERK EGF inh = blocks ERK signaling stimulated by EGF; HEK293-V1b, EGF-stimulated phospho-ERK AlphaScreen; Potency, µM (series often up to 11.5 µM), for the others: at the highest dose activity change, negative = inhibition, hits mostly inhibitors; actives 0.41% (n = 130,000); AID 1454; active means well fitted inhibition curve with a large enough effect; inconclusive means small, poorly fitted or top-dose-only effect, or effect the other way;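 further: plate controls were stimulated vehicle wells for no effect and unstimulated vehicle basal for full effect; nearly all actives have a fitted effect of over 55% in size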
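Homogeneous cell-based phospho-ERK assay: HEK293/V1b cells in 1% FBS, compound 30 min then EGF 5 min, AlphaScreen luminescence. Activity normalized between DMSO and 25 nM EGF controls; AC50 from Hill modelling.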
* marks the source's active call; other numbers are inactive results; ? = inconclusive; & = joins results of further samples; [ ] = another dose, or the depositor's remark. Potency means the concentration at half of the fitted maximal effect. These rows are one share of the data, so the mix of outcomes need not match the whole.

SMILES	ERK EGF inh
Cn1nc(C(F)(F)F)c(-c2ccc(F)cc2)c1NC(=O)c1ccco1	2.3%[57.5 µM]
CN(C)c1ccc(C(CNS(=O)(=O)c2ccc(F)cc2)c2c[nH]c3ccccc23)cc1 (stereo not drawn)	10.2%
COc1ccccc1NS(=O)(=O)c1cccc(-n2c(O)c(C=Nc3ccccc3C(=O)O)c3ccccc3c2=O)c1	2.2%[57.5 µM]
O=C(NCc1nnc(SCC(=O)N2CCCc3ccccc32)o1)c1ccccc1F	-4.1%
O=C(CCc1ccccc1)N1CCN(c2ccc([N+](=O)[O-])cc2)CC1	3.3%
Cc1cc2n(n1)SC(Nc1ccc(F)c(Cl)c1)N2 (stereo not drawn)	-1.8%
CCOc1cc(N2CCOCC2)c(OCC)cc1NC(=O)COc1ccccc1[N+](=O)[O-]	?
CN1CCc2c(OCC(=O)N3CCCc4ccccc43)cccc2C1=O	-4.2%
Cc1ccc(NC(=O)CN2CCN(c3ccccn3)CC2)cc1S(=O)(=O)N(C)C	-4.6%
O=C(c1cc2nc(-c3ccc(F)cc3)cc(C(F)(F)F)n2n1)N1CCCCC1c1cccnc1 (stereo not drawn)	?
c1ccc(-c2cc(N3CCCCC3)nc(-c3ccccc3)n2)cc1	-0.1%
Cc1ccc(C(=O)Oc2ccc([N+](=O)[O-])cc2)cc1S(=O)(=O)N1CCCCCC1	-7.6%
CCCCOc1ccc(C(=O)N/C(=C/C=C/c2ccccc2)C(=O)NCCO)cc1	-2.6%
CC(C)N(C(=O)CSc1nnc(Cc2ccc3c(c2)OCO3)n1C)C(C)C	-1.4%
COc1cc(OC)cc(C(=O)NCCOC23CC4CC(CC(C4)C2)C3)c1	-2.6%
O=C(Nc1ccc2c(c1)C(=O)NC2=O)c1ccc(Cl)s1	-13.1%[57.5 µM]
CCCCN1C(N)=NC[C@@H]1Cc1ccc(O)cc1	-7.3%[57.5 µM]
C#C[C@]1(O)CC[C@H]2C3CCC4=Cc5oncc5CC4(C)C3CCC21C (stereo partly drawn)	19.0%
Cc1ccc(S(=O)(=O)/N=C(/Nc2ccc3[nH]c(=O)[nH]c3c2)c2ccccc2)cc1	4.5%
O=C(CSCc1ccccc1)NCCCN1CCOCC1	?
CCn1c(SCC(=O)N2CCOCC2)nc2ccccc21	-10.3%
O=C(c1cccnc1)N1CCN(c2ccc(Cl)cc2)CC1	-3.1%
CC(C)NS(=O)(=O)c1ccc(NC(=O)NC2CCCCC2)cc1	-8.6%
O=C(NC1CCCCC1)c1cc2ccccc2cc1O	5.4%[57.5 µM]
COc1ccccc1CC(=O)Nc1ccc(F)cc1F	-2.4%

The listing continues.
SMILES	ERK EGF inh
CCOC(=O)Cn1c(=NC(=O)C2CC2)sc2c(C)cc(C)cc21	-0.2%[57.5 µM]
COc1ccc(-c2cc(C(=O)O)no2)cc1	-6.6%
CC(=O)Nc1ccc(NC(=O)C2CCCN2S(=O)(=O)c2cccc3nsnc23)cc1 (stereo not drawn)	-6.2%
CCCn1c(=O)c2[nH]c(-c3ccccc3)nc2n(CCC)c1=O	-13.2%
COc1ccc(C2/C=C\CN(C(=O)C3CC3)CC(=O)N2Cc2ccc(F)cc2)cc1 (stereo not drawn)	-14.3%[57.5 µM]
CC(=O)Nc1ccc(S(=O)(=O)Oc2ccc3c(c2)C(C)=CC(C)(C)N3)cc1	5.9%
COc1cc2c(cc1NC(=O)/C=C/c1cc(OC)c(OC)c(OC)c1)oc1ccccc12	-2.6%
COc1ccc(/C=C/C(=O)OCC(=O)NCCC2=CCCCC2)cc1	32.4%
O=C1NC[C@@H](Cc2ccc(O)cc2)N(CCc2cccc3ccccc23)C1=O	-6.0%[57.5 µM]
O=C(O)CCCn1cc(NC(=O)COc2ccc([N+](=O)[O-])cc2)cn1	0.5%[57.5 µM]
O=C1CCNc2c(Cl)cccc21	-1.1%[57.5 µM]
CCOC(=O)c1c(NC(=O)CCC(=O)O)sc2c1CC(C)(C)OC2	-0.2%
CCC(C)NC(=S)Nc1ccc2nc(N3CCN(CC)CC3)cc(C)c2c1 (stereo not drawn)	1.9%
CCOC(=O)c1cc2c(=O)[nH]ccc2nc1C(F)(F)F	6.2%[57.5 µM]
O=C(CN1CCC(C(=O)c2cccc(F)c2)CC1)NCc1cccs1	-4.7%
O=C(/C=C/c1cccs1)c1ccc(N2CCOCC2)cc1	-8.7%
COC(=O)c1ccc(C(NC(=O)OCc2ccccc2)/C(C)=C/[C@@H](C)C(=O)N(C)Cc2cccnc2)cc1 (stereo partly drawn)	7.4%
O=C(NC1CCCCC1)c1sc(N2CCOCC2)nc1-c1ccccc1	1.2%
OCCN1CCN(CC(O)C(F)(F)F)CC1 (stereo not drawn)	-5.9%
O=C(N/N=C/c1cccc(F)c1)NC1CCCCC1	1.4%
Oc1ccc(NC(=S)N=Nc2c(O)[nH]c3ccc(Br)cc23)cc1	-10.7%
COc1ccc(S(=O)(=O)Nc2cccc(N(C)S(C)(=O)=O)c2)cc1C	3.4%
O=C(COc1ccc(S(=O)(=O)N2CCCC2)cc1)Nc1ccc2c(c1)OCCO2	-8.9%
COc1ccc(N(CC(=O)Nc2cc(OC)ccc2OC)S(C)(=O)=O)cc1	21.4%
CC1=CC(=O)C=C(C)C1=NOc1ccccc1[N+](=O)[O-]	5.2%

The list continues:
SMILES	ERK EGF inh
COc1ccc(-c2nnc(SCC(=O)Nc3cc(C)on3)o2)cc1	-2.4%
N/C(=N\S(=O)(=O)c1cc(C(F)(F)F)cc(C(F)(F)F)c1)c1ccc(Cl)cc1	-15.8%[57.5 µM]
C/C=C/C(=O)OCC(=O)Nc1cc(OC)c([N+](=O)[O-])cc1C	-0.8%
COc1cc(O)c(C(CCN2CCOCC2)c2cc(OC)c(OC)c(OC)c2)c(OC)c1 (stereo not drawn)	-2.1%[57.5 µM]
CN(C)S(=O)(=O)c1ccc(N)c([N+](=O)[O-])c1	12.5%[57.5 µM]
C/C(=N\NC(=O)c1ccc(Cn2cc([N+](=O)[O-])cn2)o1)c1cccc(NC(=O)C(C)C)c1	-18.5%
Cc1c(Cc2ccccc2)c(=O)oc2cc(OCC(=O)c3ccccc3)ccc12	-0.6%
O=C(COC(=O)c1ccc(Cl)c(S(=O)(=O)N2CCCCC2)c1)NCC1CCCO1 (stereo not drawn)	-0.4%[57.5 µM]
COc1ccccc1OCC(=O)NNC(=O)Nc1ccc(Cl)cc1	-8.2%
N=C(N)SCC1=CCS(=O)(=O)C1	-13.3%[57.5 µM]
O=C(NC(CSSCC(NC(=O)c1ccccc1)C(=O)O)C(=O)O)c1ccccc1 (stereo not drawn)	-10.6%[57.5 µM]
CS(=O)(=O)N1CCC(C(=O)N2CCN(c3ccccc3)CC2)CC1	6.2%
Cc1ccc2cc(CN(CC3CCCO3)S(=O)(=O)c3ccccc3)c3nnnn3c2c1 (stereo not drawn)	-3.5%
Cc1cc(C)nc(NS(=O)(=O)c2ccc(N3Cc4ccccc4C3=O)cc2)n1	-3.2%
O=C(CC1SC(=Nc2ccc(OC(F)F)cc2)N(CCN2CCOCC2)C1=O)Nc1ccc(F)cc1F (stereo not drawn)	-6.2%
CN1CCC2(CC1)CCN(C(=O)c1cc(C(F)(F)F)cc(C(F)(F)F)c1)CC2	-6.5%
C[C@@H]1CC=C[C@H]2[C@H]1C(=O)N(Cc1ccccc1)[C@H]2c1ccc(F)c(/C=C/c2ccccc2)c1	-3.4%[57.5 µM]
O=C(Nc1nc(-c2ccccc2)nc2ccccc12)c1ccc(F)cc1	2.0%
Cc1noc(NS(=O)(=O)c2ccc(N/C=C\C(=O)c3ccc(F)cc3)cc2)c1C	-6.9%
CCOC(=O)c1c(NC(=O)C(=O)N/N=C/c2ccccc2O)sc2c1CCCCC2	6.8%
Cc1cc(=O)c2c(O)c(O)ccc2o1	-14.4%[57.5 µM]
CC(C)NC(=O)N1CCC2(CC1)CCN(C(=O)c1ccco1)CC2	-16.0%
NCCCCN	-0.3%&39.0%
COC(=O)[C@@H]1C[C@H]2CC[C@H](O)C[C@H]2N1Cc1ccc(-c2ccccc2)cc1	13.1%
Cc1cc(C)c2c(N)c(C(=O)c3ccccc3Cl)sc2n1	-2.3%[57.5 µM]

(next part)
SMILES	ERK EGF inh
CN1CCN(C(=S)C(=O)Nc2ccccc2)CC1	15.6%
Cc1ccc(C(C(=O)NC2CCCC2)N(Cc2ccc3c(c2)OCO3)C(=O)Cc2cccs2)cc1 (stereo not drawn)	1.7%
CCc1ccccc1NC(=O)c1cnc2scc(C)n2c1=O	10.8%
C[C@H](O)CON1C(=O)c2ccccc2C1=O	-24.7%
Cc1nn(C)c(C)c1Nc1ccc(N2C(=O)C3CC=CCC3C2=O)cc1[N+](=O)[O-] (stereo not drawn)	-4.7%
O=C(/C=C/c1ccccc1F)c1cccc([N+](=O)[O-])c1	-3.3%
O=C(/C=C/c1c(F)cccc1Cl)Nc1nc2ccccc2[nH]1	-4.1%
CCOC(=O)C(C)(C)Oc1ccc(Cl)cc1	-5.2%&-12.2%
C=CCn1c(=NC(=O)c2cc(-c3cccs3)nc3ccccc23)sc2cc(S(N)(=O)=O)ccc21	-3.0%
CSc1ccccc1C(=O)Nc1cc([N+](=O)[O-])ccc1C	1.8%
COc1ccc(O)c(/C=N/N2CCOCC2)c1	-3.5%[57.5 µM]
COCCNc1nc2nonc2nc1N(C)Cc1cccc2cnccc12	-5.1%
COC(=O)[C@H]1[C@@H]2C[C@@H]3c4[nH]c5ccccc5c4CCN3C[C@H]2CC[C@H]1O	-8.9%
CC(C)N1C(=O)CCN(C=O)c2ccccc21	-0.7%
Cc1ncoc1C(=O)N1CCCC(C(=O)c2ccc(-c3ccccc3)cc2)C1 (stereo not drawn)	?
COC(=O)c1ccc(COc2ccccc2/C=N/Nc2cccc(C(=O)O)c2)cc1	0.9%
CC(=O)c1ccc(OCC(O)CNCc2ccc3c(c2)OCO3)cc1 (stereo not drawn)	-6.7%[57.5 µM]
Cc1ccc(S(=O)(=O)N2CCCCC2)cc1NC(=O)Cn1ccc(C(F)(F)F)n1	1.5%
COc1ccc(Cc2noc(CN3CCN(C4CCc5ccccc5C4)CC3)n2)cc1OC (stereo not drawn)	-13.2%
Cc1ccc(CN2CCN(CCCc3ccccc3)CC2CCO)cc1 (stereo not drawn)	-10.7%[57.5 µM]
COc1ccc(N=C2NC(=O)/C(=C\c3ccco3)S2)cc1	6.4%
Cc1ccc(SCc2c(C(=O)N/N=C/c3ccccc3)nnn2-c2nonc2N)cc1	?
NS(=O)(=O)c1ccc(O)c(NC(=O)c2ccc([N+](=O)[O-])cc2)c1	1.4%
CC1CCC(NC(=O)CN2C(=O)COc3ccc(S(=O)(=O)N4CCCC4)cc32)CC1 (stereo not drawn)	8.7%
COc1ccc(OC)c(Nc2ncnc3sc(-c4ccccc4)cc23)c1	6.2%

Next section.
SMILES	ERK EGF inh
COc1cccc(/C=N/NC(=O)c2cnccn2)c1OC	8.6%[57.5 µM]
COc1ccc(Nc2nc(NN)nc(C)c2[N+](=O)[O-])cc1	-3.7%
O=C1NC[C@@H](Cc2cccc3ccccc23)N(CCc2cc(C(F)(F)F)cc(C(F)(F)F)c2)C1=O	0.9%[57.5 µM]
O=c1c2c3c(sc2n2c(=S)[nH]nc2n1-c1ccccc1)CCC3	12.6%[57.5 µM]
Cc1nn(C)c(Cl)c1S(=O)(=O)N1CCC(CO)(CCc2ccccc2)CC1	10.7%
O=C(O)c1ccccc1-c1ccccc1C(=O)Nc1cccc(O)c1	-13.0%
Cc1ccc(C(=O)N[C@H](C(=O)OCC(=O)c2ccc[nH]2)C(C)C)cc1	1.5%
COc1ccccc1Nc1nc(NCC2CCCO2)c2ccccc2n1 (stereo not drawn)	2.6%
COc1ccc(N2CCN(c3oc(COc4ccccc4)nc3C#N)CC2)cc1	?
COC(=O)CSc1cc([N+](=O)[O-])cc2c1c(C1OCCO1)nn2-c1ccccc1	-7.3%
N#Cc1ccc(OCC(=O)N/N=C/C2CC=CCC2)cc1 (stereo not drawn)	-5.3%
CC(/C=N/N1CCN(c2ccccn2)CC1)=C\c1ccccc1	-6.5%
O=C(O)Cc1ccc(NC(=O)c2ccc(Cl)c(Cl)c2)cc1	-1.5%
Cc1ccc(C)c(CSc2nc3ccncc3n2CC(=O)Nc2ccc(C)c(C)c2)c1	-9.8%
O=C(CSCc1ccccc1F)NCc1ccccc1	-0.8%
O=c1[nH]c(CSc2ncnc3sccc23)nc2cc(C(F)(F)F)ccc12	-9.9%[57.5 µM]
COCc1ccc(CN2CCc3c([nH]c4ccccc34)C2C(C)(C)C)o1 (stereo not drawn)	-4.7%
Cn1c(C(=O)NCCc2ccccc2)cc(=O)n(C)c1=O	5.8%
CCN(CC)C(=O)c1sc2nc(Cc3ccccc3)[nH]c(=O)c2c1C	2.5%
O=C(N/N=C/c1ccc([N+](=O)[O-])cc1)c1ccc(COc2ccccc2-c2ccccc2)cc1	-1.6%
O=C(Cc1ccc(S(=O)(=O)N2CCCCC2)s1)Nc1ccc(F)c(F)c1	5.2%
